Assay outcomes deposited in PubChem by Sanford-Burnham Center for Chemical Genomics.
APJ antagonist: blocks the human apelin receptor APJ. P35414. CHO-K1 APJ beta-arrestin complementation, luminescence. inhibition, % at 20 µM. 330,000 tested, 0.32% active. AID 2521;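 active means inhibition above about 40% at 20 µM, limit read from the data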;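 further: cells challenged with 10 nM apelin-13 agonist together with compound; plate controls were apelin-13 plus DMSO wells for no effect and DMSO wells lacking apelin-13 for full effect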
Target sequence (P35414 whole entry, looked up): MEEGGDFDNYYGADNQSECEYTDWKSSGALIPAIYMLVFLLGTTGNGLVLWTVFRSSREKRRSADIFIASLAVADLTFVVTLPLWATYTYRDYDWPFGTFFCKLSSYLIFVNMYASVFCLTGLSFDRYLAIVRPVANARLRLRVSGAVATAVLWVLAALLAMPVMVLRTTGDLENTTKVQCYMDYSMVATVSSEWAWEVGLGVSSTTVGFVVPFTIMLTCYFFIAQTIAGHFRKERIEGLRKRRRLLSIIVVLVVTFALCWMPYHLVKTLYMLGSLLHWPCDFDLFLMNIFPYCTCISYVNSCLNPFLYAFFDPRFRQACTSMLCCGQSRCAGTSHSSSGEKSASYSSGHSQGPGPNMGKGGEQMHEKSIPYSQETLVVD
CXCR6 inh: CXCR6 (human) receptor inhibition. O00574. CHO-K1 PathHunter CXCR6 beta-arrestin, luminescence. inhibition, % at 20 µM. 360,000 tested, 0.36% active; in the data active means inhibition above about 34%, passing the limit was not always enough;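 further: antagonist mode with CXCL16 agonist at 10 nM final; 0% = 10 nM CXCL16 with DMSO and 100% = unstimulated wells without agonist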
Target sequence (O00574 whole entry, looked up): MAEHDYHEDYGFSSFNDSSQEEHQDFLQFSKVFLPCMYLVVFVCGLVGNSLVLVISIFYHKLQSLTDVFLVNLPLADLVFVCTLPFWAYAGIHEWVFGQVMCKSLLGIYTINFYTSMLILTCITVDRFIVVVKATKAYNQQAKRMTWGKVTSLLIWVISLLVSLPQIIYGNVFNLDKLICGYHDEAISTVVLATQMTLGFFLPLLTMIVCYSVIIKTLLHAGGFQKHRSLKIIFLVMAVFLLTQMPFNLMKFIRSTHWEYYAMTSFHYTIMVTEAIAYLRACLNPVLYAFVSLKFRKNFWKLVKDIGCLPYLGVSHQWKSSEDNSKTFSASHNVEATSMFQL
TIM10 inh: growth inhibitors of TIM10 yeast strain; 330,000 tested, 1.4% active; S. cerevisiae TIM10 strain growth, BacTiter-Glo luminescence, 24 h; inhibition, % at 10 µM;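 active means inhibition of 40% or more at the single tested concentration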;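 further: wild-type TIM10 isogenic control strain grown at permissive 25 °C; 0% = DMSO yeast wells and 100% = minimal medium wells without yeast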
Mdm2 MdmX PPI: inhibitors of human Mdm2/MdmX interaction; O15151+Q00987; SaOS-2 split-luciferase Mdm2/MdmX complementation, luminescence; inhibition, % at 8 µM; 330,000 tested, 3% active; AID 485346;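 active means inhibition of at least 50% at 8 µM in the primary screen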
APJ agonist: activates the human apelin receptor APJ. CHO-K1 APJ PathHunter beta-arrestin, luminescence; 0% DMSO wells, 100% apelin. activation, % at 20 µM. 330,000 tested, 0.11% active. AID 2520;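 active means activation more than six SD over the plate average, tested at 20 µM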;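 further: 0% = DMSO alone and 100% = apelin-13 at 10 nM; some results filed as inactive read as strong as hits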
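Test system: CHO-K1 APJ beta-arrestin complementation cell line. Amount: cell density 1000 per well. Controls: DMSO negative, 10 nM Apelin-13 positive. Signal: luminescent beta-gal fragment complementation, chemiluminescent substrate. Read-out basis: agonist-driven arrestin binding to APJ. Timing: compound stimulation 90 min at 25 °C, detection 60 min.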
UPR CHOP act: activators of apoptotic arm of unfolded protein response (CHOP) | activation, % at 10 µM | 330,000 tested, 0.34% active | CHO-CHOP luciferase reporter, UPR activation, luminescence; percent of tunicamycin response over DMSO baseline | AID 449763;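 active means at 10 µM dose, activation of 40% or more, normalized to positive control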;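 further: 100% = tunicamycin at 10 µg/mL and 0% = DMSO alone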
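Assay system: CHO cells with stable CHOP pathway luciferase reporter; Buffer or medium: F12 plus 10% serum; Times: 16-18 h cell attachment, then 6 h compound exposure, 37 °C; Signal: luciferase luminescence; Read-out basis: percent activation relative to tunicamycin control; Control set: tunicamycin high control, DMSO low control.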
tim10-1 inh: tim10-1 yeast growth inhibition. S. cerevisiae tim10-1 ts strain growth, BacTiter-Glo, 24 h. inhibition, % at 20 µM. 330,000 tested, 2.2% active. AID 463190;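 active means inhibition of at least 40%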;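 further: mutant grown at 25 °C; 0% = DMSO wells with yeast and 100% = wells holding no yeast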
tim23-1 inh: growth inhibitors of tim23-1 mutant yeast; S. cerevisiae tim23-1 growth, BacTiter-Glo luminescence, 24 h; 330,000 tested, 1.3% active; inhibition, % at 20 µM;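 active means growth inhibition of the mutant yeast at or above 50%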;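 further: temperature-sensitive mutant grown at 25 °C; plate controls were DMSO-treated mutant yeast for no effect and medium wells lacking yeast for full effect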
UPR XBP1 act: activators of adaptive arm of unfolded protein response (XBP1); activation, % at 20 µM; AID 463104; CHO-XBP1 luciferase reporter, IRE1-XBP1 UPR activation, luminescence; percent of tunicamycin response, DMSO as zero; 330,000 tested, 0.33% active;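 active means versus positive control, 20 µM dose yields 30% or more activation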;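 further: 100% = tunicamycin at 10 µg/mL and 0% = DMSO only wells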
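Test system: CHO-XBP1 luciferase reporter cells | Buffer or medium: Serum-containing F12 medium, 10% FBS | Schedule: 6 h compound exposure at 37 °C, 5% CO2 | Detection: Steady-Glo luciferase glow luminescence, 10 min after reagent addition | Read-out basis: Activation, % of tunicamycin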
Active calls of the source: *; nt = no result given. These rows are one share of the data; the hit share may differ from the screen's.

Sample of the layout, 2 compounds:
SMILES	APJ antagonist	CXCR6 inh	TIM10 inh	Mdm2 MdmX PPI	APJ agonist	UPR CHOP act	tim10-1 inh	tim23-1 inh	UPR XBP1 act
COC(=O)Nc1nnc(Cc2ccccc2)s1	30	-10	-8	16	3	-1.1	12	18	-1
CC(=O)N1c2ccc(S(=O)(=O)N3CCC(C(=O)N4CCCCC4)CC3)cc2CC1C (stereo unspecified)	-6	1	-6	23	-2	0.1	16	11	-2

This part in full (from the top)
SMILES	APJ antagonist	CXCR6 inh	TIM10 inh	Mdm2 MdmX PPI	APJ agonist	UPR CHOP act	tim10-1 inh	tim23-1 inh	UPR XBP1 act
COC(=O)Nc1nnc(Cc2ccccc2)s1	30	-10	-8	16	3	-1.1	12	18	-1
CC(=O)N1c2ccc(S(=O)(=O)N3CCC(C(=O)N4CCCCC4)CC3)cc2CC1C (stereo unspecified)	-6	1	-6	23	-2	0.1	16	11	-2
Cc1cccc(OCCNC(=S)NC(=O)c2cncc(Br)c2)c1	19	12	1	13	4	1.7	13	8	2
O=C(CCS(=O)(=O)Cc1ccccc1)N1CCN(Cc2ccccc2)CC1	5	-14	-13	10	-5	-1.6	-24	-3	1
NS(=O)(=O)c1ccc(CNC(=O)c2cc(S(=O)(=O)N3CCOCC3)c(Cl)cc2Cl)cc1	11	4	4	-15	6	1.3	14	9	0
CCn1ncc(-c2ccnc3cc(C(=O)O)nn23)c1C	-20	6	10	13	-2	4.1	2	14	-1
COc1c(C)cc(Br)cc1C(=O)Nc1cccc(-c2nc3ncccc3o2)c1	3	2	2	29	1	0.6	18	29	1
Cn1nc(C(=O)Nc2ccc3c(c2)OCO3)c2ccccc2c1=O	-8	2	5	-4	10	2.3	19	34	6
CCN(CC(=O)Nc1c(F)cccc1F)C(=O)Cc1c[nH]c2ccccc12	-9	5	3	13	-2	1.6	2	0	2
CCOCCCN(C)C1CCN(C(=O)c2oc3ccccc3c2NC(=O)Cc2ccc([N+](=O)[O-])cc2)CC1	8	11	-1	26	-1	4.1	4	-3	-4
CC1(C)CC(N(Cc2ccco2)C(=O)Cc2ccccc2)CCO1 (stereo unspecified)	31	-11	9	9	0	1.6	19	16	4
O=C(c1sc(N2CCOCC2)nc1-c1ccccc1)N1CCCCC1	6	1	-9	6	-5	4.4	-1	9	-1
COc1ccc(NC(=O)CN(C)CC(=O)Nc2cccc(C(F)(F)F)c2)cc1	-8	-6	-1	15	0	-2.2	29	20	-4
CCOc1cc2[nH]c(=S)n(Cc3ccc(C(=O)NCCN(CC)CC)cc3)c(=O)c2cc1OCC	1	7	19	17	8	0.1	19	21	-4
CCn1nnnc1SCC(=O)Nc1cc(OC)cc(OC)c1	-4	-8	2	15	-6	1.2	4	7	-2
CC1CC(C)CN(S(=O)(=O)c2ccc3c(c2)CC(C)N3C(=O)C2CC2)C1 (stereo unspecified)	-12	-4	12	5	-5	0.7	20	27	-3
COCCCn1c(=O)c2ccccc2n(CC(=O)N2CCCc3ccccc32)c1=O	17	-2	19	2	-3	-0.3	12	20	-1
COc1ccc(-n2nnnc2SCC(=O)NCc2ccco2)cc1OC	18	0	18	-6	3	1.1	17	24	-1
CCCC(C(=O)OCC)P(=O)(c1ccccc1)c1ccccc1 (stereo unspecified)	22	4	11	9	-6	4.1	31	10	-1
Cc1[nH]c2ccccc2c1/C=C/c1nc2ccccc2c(=O)[nH]1	-9	-16	-25	-95	-3	7.9	-10	-10	6
Cc1ccccc1-n1c(SCC(=O)NC2CCS(=O)(=O)C2)nc2ccccc2c1=O (stereo unspecified)	14	4	-8	13	-2	0.2	5	13	0
O=C(COC(=O)c1ccc(O)cc1O)Nc1cccc2ccccc12	1	-6	-1	13	-2	-1.2	2	-1	-3
CC(C)(C)NC(=O)C1CC1(c1ccccc1)c1ccccc1 (stereo unspecified)	-14	-3	7	8	-3	-1.4	11	20	-3
O=C(OCc1ccc(Br)cc1)c1cccc(-c2nnc(-c3ccccc3)o2)c1	2	1	3	19	-4	-1.8	16	2	-3
COc1ccccc1NS(=O)(=O)c1cc(C)ccc1C	12	0	17	10	-2	-0.7	16	10	-2

(further entries)
SMILES	APJ antagonist	CXCR6 inh	TIM10 inh	Mdm2 MdmX PPI	APJ agonist	UPR CHOP act	tim10-1 inh	tim23-1 inh	UPR XBP1 act
COc1ccccc1/C=C(/CC(=O)NCc1ccccc1)c1nc2ccccc2s1	10	-8	7	-27	-4	0.8	12	29	-6
COC(=O)CSc1cc(C)nc2ccc(OC)cc12	-4	2	12	-18	-3	0.4	16	5	-3
COc1cc(CNCCN2CCOCC2)ccc1OCC(=O)NC(C)(C)C	5	-6	-4	16	0	0.1	5	5	-1
CCc1ccccc1-n1ncc(C(=O)Nc2ccccc2OC)c1C	-12	1	14	13	-1	1.0	16	26	-5
COc1cc(CC(=O)OCC(=O)N2CCCCC2)cc(OC)c1OC	-12	3	-16	6	-1	-0.1	2	5	1
CCCCOc1ccc(C(=O)N2CCNC(=O)C2)cc1	-19	5	11	21	-3	-0.8	-19	-4	-2
Cc1occc1-c1nnc(SCc2nc3ccccc3c(=O)n2CC#N)n1C	10	6	9	13	0	-0.5	3	16	3
COc1ccc(S(=O)(=O)N(C)C)cc1NCC(=O)Nc1ccc(Br)cc1F	-1	-4	17	5	-2	-0.6	8	11	-2
COc1ccccc1-n1c(-c2cccnc2)n[nH]c1=S	6	-4	9	-10	2	-0.4	3	17	2
CCCC(C)NC(=O)Cc1ccc(Br)cc1 (stereo unspecified)	-15	0	-12	2	4	-1.1	-5	-24	2
CC1(C)Nc2ccc(O)cc2-c2c1ssc2=S	0	8	18	33	1	-3.2	28	34	-2
O=C(CN1C(=O)S/C(=C/c2cccn2-c2ccc(O)cc2)C1=O)N1CCCC1	7	-2	1	4	2	3.7	3	12	2
Cc1nn(C)cc1/C=C/C(=O)c1cccs1	-5	3	10	-105	6	6.7	25	48	3
Cn1cc(CN2CCCC(CO)(Cc3ccccc3)C2)c2ccccc21 (stereo unspecified)	9	-4	6	12	-1	1.0	24	4	-3
Cc1ccc(-n2nc3ccc(NC(=O)C(C)C)cc3n2)cc1	3	4	7	-43	-1	3.2	17	2	1
CC(C)OC(=O)C(CC(=O)O)NCc1ccccc1 (stereo unspecified)	1	-5	1	15	-2	-2.1	6	12	-1
O=C1Nc2ccccc2/C1=C/c1ccccc1F	17	1	56*	17	-3	5.3	35	53*	7
COc1ccccc1NC(=O)CCS(=O)(=O)c1ccccc1	19	0	-3	-19	-2	1.5	0	-3	1
Cc1cc(N2CCOCC2)n2nc(C)c(-c3ccc(Cl)cc3)c2n1	-2	6	31	21	-2	1.4	29	37	6
CCCCC(CC)CNC(=O)CN(C)S(=O)(=O)c1cccc2nsnc12 (stereo unspecified)	-8	10	6	-13	5	0.1	20	25	3
CCCCN1C(=O)/C(=C/C=C2\N(C)c3ccccc3C2(C)C)SC1=S	20	nt	5	1	-10	0.7	26	7	-2
CCOC(=O)C1=C(COC(=O)COc2cccc(C)c2C)NC(=O)NC1C (stereo unspecified)	3	-6	4	-9	-2	-1.2	13	3	-3
CCN(CC)C(=O)c1ccccc1NS(C)(=O)=O	-12	0	-11	0	-3	1.4	13	6	-1
NC(=O)C1CCCN(C(=O)CNC(=O)C23CC4CC(CC(C4)C2)C3)C1 (stereo unspecified)	1	-7	1	-8	-2	0.5	1	7	1
O=C(NCc1ccccc1Cl)c1ccc2c(c1)SC1=NS(=O)(=O)CCN12	-1	-5	-10	2	-2	0.6	-5	12	-1

Going on with the list.
SMILES	APJ antagonist	CXCR6 inh	TIM10 inh	Mdm2 MdmX PPI	APJ agonist	UPR CHOP act	tim10-1 inh	tim23-1 inh	UPR XBP1 act
CCNC(=O)CC1C(=O)N(CC)C(=S)N1NC(=O)c1ccccc1 (stereo unspecified)	6	-1	15	-20	-2	0.8	-6	7	1
COc1cccc(N2CCN(Cc3ccco3)CC2)c1	-8	2	-8	8	-4	-1.3	-9	-12	0
COc1cc(C)c(S(=O)(=O)N2CCN(C)CC2)cc1C	9	-4	-4	-11	-6	1.9	9	5	-3
COC(=O)C1CCN(C(=O)COC(=O)c2oc3ccccc3c2C)CC1	7	-2	6	-15	8	1.9	9	12	-1
O=C(Nc1nc2c(s1)COc1ccccc1-2)c1cccs1	27	5	-7	30	-9	3.7	4	19	16
CCN(C[C@H]1N[C@@](Cc2ccccc2)(C(=O)OC)[C@H]2C(=O)N(Cc3ccccc3)C(=O)[C@@H]12)C(=O)c1ccccc1	-3	4	23	18	1	-0.3	19	15	-2

Another view of some results above.
SMILES,APJ antagonist,CXCR6 inh,TIM10 inh,Mdm2 MdmX PPI,APJ agonist,UPR CHOP act,tim10-1 inh,tim23-1 inh,UPR XBP1 act
CCCCC(CC)CNC(=O)CN(C)S(=O)(=O)c1cccc2nsnc12 (stereo unspecified),-8,10,6,-13,5,0.1,20,25,3
CCCCN1C(=O)/C(=C/C=C2\N(C)c3ccccc3C2(C)C)SC1=S,20,nt,5,1,-10,0.7,26,7,-2
CCOC(=O)C1=C(COC(=O)COc2cccc(C)c2C)NC(=O)NC1C (stereo unspecified),3,-6,4,-9,-2,-1.2,13,3,-3
CCN(CC)C(=O)c1ccccc1NS(C)(=O)=O,-12,0,-11,0,-3,1.4,13,6,-1
NC(=O)C1CCCN(C(=O)CNC(=O)C23CC4CC(CC(C4)C2)C3)C1 (stereo unspecified),1,-7,1,-8,-2,0.5,1,7,1
O=C(NCc1ccccc1Cl)c1ccc2c(c1)SC1=NS(=O)(=O)CCN12,-1,-5,-10,2,-2,0.6,-5,12,-1
CCNC(=O)CC1C(=O)N(CC)C(=S)N1NC(=O)c1ccccc1 (stereo unspecified),6,-1,15,-20,-2,0.8,-6,7,1
COc1cccc(N2CCN(Cc3ccco3)CC2)c1,-8,2,-8,8,-4,-1.3,-9,-12,0
COc1cc(C)c(S(=O)(=O)N2CCN(C)CC2)cc1C,9,-4,-4,-11,-6,1.9,9,5,-3
COC(=O)C1CCN(C(=O)COC(=O)c2oc3ccccc3c2C)CC1,7,-2,6,-15,8,1.9,9,12,-1
O=C(Nc1nc2c(s1)COc1ccccc1-2)c1cccs1,27,5,-7,30,-9,3.7,4,19,16
CCN(C[C@H]1N[C@@](Cc2ccccc2)(C(=O)OC)[C@H]2C(=O)N(Cc3ccccc3)C(=O)[C@@H]12)C(=O)c1ccccc1,-3,4,23,18,1,-0.3,19,15,-2
